Screening data as filed in PubChem BioAssay.
FN deposition inh = fibronectin deposition inhibition | actives 0.086% (n = 350,000) | inhibition, % at 12.6 µM | AH1F fibroblasts, Alexa488-fibronectin deposition fluorescence, overnight;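 active means mean inhibition across replicates of 30% or more, regardless of how many single replicates reach that level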;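 further: positive control wells lacked labelled fibronectin entirely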
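test system = AH1F fibroblasts assembling fluorescent fibronectin matrix | quantity = 10000 AH1F cells per well | buffer or medium = DMEM plus 2% serum, read in PBS | doses = single dose, pinned | incubation = 1 h cell attachment, overnight exposure to compound and label | detection = fluorescence at 485 nm excitation, 525 nm emission | read-out basis = inhibition from reduced deposited-fibronectin fluorescence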
EWS-Fli inh = EWS/Fli transcriptional activity inhibition; actives 0.67% (n = 350,000); A673 NR0B1-luciferase reporter, viability-normalised; inhibition, % at 12.6 µM;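 active means mean inhibition of at least 50% after viability correction, with every replicate also passing that limit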;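 further: firefly luciferase signal divided by Alamar Blue viability fluorescence both relative to DMSO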
LGR2 antag = inhibitors of bursicon-induced Drosophila LGR2 receptor cAMP signaling; HEK293 LGR2, CRE-luciferase, bursicon-stimulated, 4 h; inhibition, % at 9.99 µM; actives 0.35% (n = 380,000);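 active means drop in luminescence signal, shown as inhibition above about 50% in the replicate tests, limit read from the data, passing the limit was not always enough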;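 further: agonist challenge used bursicon conditioned medium at about half maximal strength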
PAX8 reporter = lowers PAX8-driven luciferase in RMG-I cells; AID 652154; inhibition, % at 12.6 µM; actives 1.2% (n = 360,000); RMG-I TPO-luciferase reporter, SteadyGlo, 24 h;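 active means mean replicate inhibition at least 60% with every replicate also reaching 60%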;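 further: luciferase light reporting Pax8 driven TPO promoter activity; plate controls were median of neutral control wells for no effect and mitoxantrone controls for full effect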
S100A4 inh HTS = S100A4-myosin IIA interaction inhibition | P26447 | S100A4/TAMRA-MyoIIA peptide fluorescence polarization | inhibition, % at 10.7 µM | actives 0.14% (n = 360,000);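 active means mean inhibition of at least 70% across replicates, with every replicate also reaching that level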
Target sequence (P26447 whole entry, looked up): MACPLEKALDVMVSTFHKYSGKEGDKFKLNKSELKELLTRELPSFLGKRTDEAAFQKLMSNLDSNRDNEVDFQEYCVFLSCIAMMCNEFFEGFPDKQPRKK
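incubation = readout 5 min after mixing, signal stable up to 60 min | system = S100A4 monomer protein | buffer or medium = HEPES pH 7.2 with CaCl2, KCl, NaCl, DTT, Triton | benchmarks = neutral control DMSO, positive control TFP | also added = fluorescent myosin IIA peptide, 5 nM | compound dosing = one concentration per compound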
ERAP1 inh = ERAP1 (human) enzyme inhibition. recombinant ERAP1, Leu-AMC fluorescence, 60 min. inhibition, % at 10.7 µM. actives 0.15% (n = 340,000);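 active means mean replicate inhibition of at least 30%, or all replicates individually reaching that 30% level; inactive means mean below 30% and not every replicate reaching it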;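 further: 0% = neutral control wells and 100% = L-leucinethiol positive control wells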
Target sequence (Q9NZ08 whole entry, looked up): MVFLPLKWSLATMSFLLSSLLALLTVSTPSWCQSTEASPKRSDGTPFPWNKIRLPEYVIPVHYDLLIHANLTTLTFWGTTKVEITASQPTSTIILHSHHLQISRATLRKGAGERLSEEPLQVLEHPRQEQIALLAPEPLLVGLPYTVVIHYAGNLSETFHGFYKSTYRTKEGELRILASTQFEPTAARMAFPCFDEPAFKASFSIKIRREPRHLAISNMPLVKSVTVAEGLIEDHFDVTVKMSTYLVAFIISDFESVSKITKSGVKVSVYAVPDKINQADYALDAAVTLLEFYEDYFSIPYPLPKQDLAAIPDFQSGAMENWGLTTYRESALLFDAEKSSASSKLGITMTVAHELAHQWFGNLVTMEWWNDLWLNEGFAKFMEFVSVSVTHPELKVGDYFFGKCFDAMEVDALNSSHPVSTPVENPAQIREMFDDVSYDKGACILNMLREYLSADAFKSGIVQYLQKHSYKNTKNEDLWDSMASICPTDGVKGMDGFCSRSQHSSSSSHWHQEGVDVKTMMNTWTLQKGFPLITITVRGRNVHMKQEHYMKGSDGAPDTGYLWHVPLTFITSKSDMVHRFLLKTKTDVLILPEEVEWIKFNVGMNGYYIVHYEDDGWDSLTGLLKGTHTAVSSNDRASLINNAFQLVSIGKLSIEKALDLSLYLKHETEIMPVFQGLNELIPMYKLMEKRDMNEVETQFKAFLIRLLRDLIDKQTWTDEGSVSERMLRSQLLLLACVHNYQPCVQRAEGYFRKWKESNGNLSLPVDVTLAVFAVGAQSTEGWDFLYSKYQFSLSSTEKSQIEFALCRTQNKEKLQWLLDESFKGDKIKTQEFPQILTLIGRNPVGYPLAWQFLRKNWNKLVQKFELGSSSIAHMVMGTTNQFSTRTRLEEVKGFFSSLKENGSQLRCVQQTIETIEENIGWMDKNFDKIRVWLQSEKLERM
PglD DTNB = blocks C. jejuni PglD acetyltransferase activity. purified PglD enzyme, DTNB colorimetric CoA detection. inhibition, % at 12.5 µM. actives 0.098% (n = 360,000). AID 602405; in the data active means inhibition above about 16%, passing the limit was not always enough; further: strong numbers were not always called active
PGC1a acetyl inh = PGC1a acetylation modulation, inhibitor mode | U2OS PGC1a acetylation, AlphaScreen anti-acetyl-lysine; with virally co-expressed GCN5 acetyltransferase | inhibition, % at 15.6 µM | actives 0.17% (n = 350,000) | AID 651687;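 active means every replicate shows inhibition of at least 40%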;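 further: 0% = neutral control wells and 100% = positive control wells; some results beyond the cut were filed as inactive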
The depositor's hits bear a star; . = no result given.

Values in the order – PGC1a acetyl inh	PglD DTNB	FN deposition inh	S100A4 inh HTS	PAX8 reporter	LGR2 antag	ERAP1 inh	EWS-Fli inh
- O=S(=O)(/N=C(/c1ccc(F)cc1)N1CCCCC1)c1ccc(Cl)cc1
  .	0	8	-2	10	-12	-3	2
- CCCNC(=O)[C@H]1[C@H](CO)[C@H]2Cn3c(ccc(-c4ccccc4)c3=O)[C@@H]1N2C(=O)CC
  3	.	.	-3	.	0	4	-8
- CN1CCN(C(=O)C2=C[C@H](c3ccccc3)C[C@H](OCCCCO)O2)CC1
  .	4	.	2	-6	.	1	-10
- Cc1noc(C)c1S(=O)(=O)N1CCCc2nc(-c3ccc(F)cc3)ccc21
  .	.	7	-1	6	15	-1	25
- CC(C)c1ccc2c(c1)C(c1cccs1)=NNC(c1ccncc1)=N2
  .	.	-4	3	-1	11	4	4
- COC(=O)CSc1nc(N)nc(C)c1Br
  11	-5	.	-2	.	.	0	.
- COc1ccc(S(=O)(=O)NCCSc2ccccc2)cc1OC
  9	4	4	.	0	.	.	.
- CCC(=O)N1[C@H](C(=O)NC2CCCC2)[C@@H](CO)[C@@H]2Cn3c(cccc3=O)[C@@H]21
  -12	.	.	-2	.	10	1	.
- CS(=O)(=O)c1nc(S(=O)(=O)c2ccc(Cl)cc2)c(N2CCCCCC2)s1
  8	-1	9	0	8	10	2	5
- COc1ccc(NC(=O)Cc2ccccc2F)cn1
  .	.	7	1	-1	-1	2	-26
- N#C[C@@H]1[C@H](c2ccccc2C2=CCCC2)[C@@H](CO)N1C(=O)CN1CCOCC1
  5	.	1	-5	.	-7	-1	-5
- CC(C)(C)OC(=O)N1CCCC(C(=O)CC#N)C1 (stereo unspecified)
  -3	3	-5	.	9	.	.	.
- CC(C)Oc1ccc(CN2CCC2(C)C(=O)Nc2cccc3cccnc23)cc1 (stereo unspecified)
  .	-3	-6	-4	6	14	-1	-2
- CC(C)CC#Cc1ccc([C@@H]2[C@H](CO)N3C(=O)CN(S(=O)(=O)c4cccc(F)c4)C[C@@H]23)cc1
  7	.	8	-2	.	12	-5	4
- COc1ccc(-c2csc(NC3CCCCC3)n2)c(OC)c1
  1	-1	-12	-18	-64	-38	-3	4

By substructure, those above containing a cyano group (2)
Values in the order – PGC1a acetyl inh	PglD DTNB	FN deposition inh	S100A4 inh HTS	PAX8 reporter	LGR2 antag	ERAP1 inh	EWS-Fli inh
- N#C[C@@H]1[C@H](c2ccccc2C2=CCCC2)[C@@H](CO)N1C(=O)CN1CCOCC1
  5	.	1	-5	.	-7	-1	-5
- CC(C)(C)OC(=O)N1CCCC(C(=O)CC#N)C1 (stereo unspecified)
  -3	3	-5	.	9	.	.	.

Back to the main list, starting 2 compounds before the break.
Values in the order – PGC1a acetyl inh	PglD DTNB	FN deposition inh	S100A4 inh HTS	PAX8 reporter	LGR2 antag	ERAP1 inh	EWS-Fli inh
- CC(C)CC#Cc1ccc([C@@H]2[C@H](CO)N3C(=O)CN(S(=O)(=O)c4cccc(F)c4)C[C@@H]23)cc1
  7	.	8	-2	.	12	-5	4
- COc1ccc(-c2csc(NC3CCCCC3)n2)c(OC)c1
  1	-1	-12	-18	-64	-38	-3	4
- COc1ccc(CCn2c(=N)c(C(=O)NCC3CCCO3)cc3c(=O)n4ccccc4nc32)cc1 (stereo unspecified)
  -23	6	4	-3	-4	-12	1	12
- CC(C)(C)NC(=O)C(=O)NNC(=O)c1ccccc1Br
  .	.	.	-1	-10	6	2	2
- CCc1nnc(NC(=O)C2CCCN2S(=O)(=O)c2ccccc2)s1 (stereo unspecified)
  -3	1	.	3	.	2	-3	3
- Cc1cc(C(=O)Nc2cccc3c2O[C@H](CN(C)C(=O)NC2CCCCC2)[C@@H](C)CN([C@H](C)CO)C3=O)n(C)n1
  -4	-3	.	-6	3	-12	3	7
- COc1ccc(CC(=O)NC2CCS(=O)(=O)C2)cc1 (stereo unspecified)
  .	1	-8	3	.	-20	1	-2
- Cc1sc2nc(CC(=O)NN)[nH]c(=O)c2c1C
  -1	-3	4	-4	-15	4	-6	-2
- CO[C@@H]1CN(C)C(=O)c2cc(NC(=O)Nc3c(C)noc3C)ccc2OC[C@H](C)NC[C@H]1C
  3	3	-8	3	-10	12	0	-9
- CNC(=O)C[C@@H]1CC[C@H]2[C@@H](COC[C@@H](O)CN2C(=O)c2ccccn2)O1
  0	1	-13	0	0	16	-5	-15
- CSc1ccc(/C=C/C(=O)OCC(=O)N2CCN(S(=O)(=O)c3ccc(C)cc3C)CC2)cc1
  4	-5	3	-9	4	6	2	-4
- O=C(NCC1CCCN(Cc2ccc3nonc3c2)C1)c1cccc(C(F)(F)F)c1 (stereo unspecified)
  -6	.	-4	13	4	18	2	11
- N#CCCN(Cc1ccccc1)C(c1ccnc2ccccc12)c1nnnn1-c1ccc2c(c1)OCCO2 (stereo unspecified)
  .	.	8	-1	-17	23	-4	-11
- CO[C@@H]1CN(C)C(=O)c2cc(NC(=O)Nc3ccccc3)ccc2OC[C@@H](C)N(C(C)=O)C[C@@H]1C
  2	7	10	-1	.	7	5	3
- Cc1ccc(C(=O)NCCCNC(=O)Cc2ccccc2)cn1
  -6	-2	5	-10	-3	-6	-2	0
- O[C@H]1CN(CC2CCCCC2)[C@@H](c2ccccc2)C[C@@H]1n1cc(C2CC2)nn1
  .	-10	1	-4	1	12	0	0
- COc1cccc(CN2CC3(CCN(C)CC3)c3c(n(C)c4cc(OC)ccc34)[C@H]2CO)c1
  -3	.	.	3	.	10	4	-4
- Cc1ccc(S(=O)(=O)N(C)C[C@@H]2Oc3c(NC(=O)Nc4ccc(C(F)(F)F)cc4)cccc3C(=O)N([C@H](C)CO)C[C@H]2C)cc1
  3	0	.	-12	19	0	0	-7
- CCc1nnc(NC(=O)CSc2nnc(-c3ccco3)o2)s1
  -8	7	3	-1	11	24	2	7
- CCCc1ccc2oc(C(=O)N3CCC(N4CCCC(O)C4)CC3)c(C)c2c1 (stereo unspecified)
  12	.	-18	-6	0	7	3	.
- Cc1ccccc1-n1c(Cn2c(=O)sc3ccccc32)nnc1SCC(N)=O
  2	0	6	1	8	-5	-1	-13
- COc1ccccc1NC(=O)CSc1nc2sc3c(c2c(=O)n1-c1ccccc1)CCN(C)C3
  -6	0	0	-5	14	-5	2	.
- CCCC#Cc1ccc([C@H]2[C@H](C#N)N(C(=O)C3CCC3)[C@H]2CO)cc1
  -5	6	-10	-6	7	-16	1	13
- COc1cccc(C(=O)Nc2nnc(SCC(=O)NC3CCCC3)s2)c1
  .	-4	8	9	-38	1	6	-9
- COCCCN(C(=O)c1cc(Cl)nc2ccccc12)c1c(N)n(Cc2ccccc2)c(=O)[nH]c1=O
  -6	4	16	-3	-5	-14	-7	4
- Cc1ccc(C)c(OCCC(=O)N2CCN(S(=O)(=O)c3cc(C)ccc3C)CC2)c1
  -19	1	9	-4	10	-4	3	-3
- O=C(COc1ccc(S(=O)(=O)NC2CCCCC2)cc1Cl)NCc1cccnc1
  .	0	.	-1	.	-27	-1	.
- Cc1noc(C)c1S(=O)(=O)Nc1cccc2c1O[C@@H](CN(C)S(=O)(=O)c1cccs1)[C@@H](C)CN([C@H](C)CO)C2=O
  3	-2	.	-1	.	12	1	3
- COc1ccc(NC(=O)N(C)C[C@@H]2OCc3ccccc3-c3ccccc3C(=O)N([C@@H](C)CO)C[C@@H]2C)c(OC)c1
  -5	-4	4	-10	.	-19	0	3
- C[C@@H]1CN([C@@H](C)CO)C(=O)Cc2cc(NC(=O)NC3CCCCC3)ccc2O[C@H]1CN(C)Cc1ccc(Cl)c(Cl)c1
  11	5	.	-5	20	2	1	11
- CCCc1ccc(NC(C)C(=O)Nc2ccc(S(=O)(=O)N3CCOCC3)cc2)cc1 (stereo unspecified)
  6	-2	-2	0	9	11	-3	8
- C=CCn1c(C)cc(-c2csc(NC(=O)C3=COCCO3)n2)c1C
  4	5	7	-5	-38	-6	4	-44
- CCN(CC)S(=O)(=O)c1ccc(O)c(C(=O)OCC(=O)N2CCCC2)c1
  -15	0	-4	-2	-9	-14	-3	-4
- CCc1ccccc1NC(=O)COc1ccc2oc(-c3ccc(OC)cc3)cc(=O)c2c1
  -5	-1	-2	2	10	-3	-1	-7
- O=C(C1COc2ccccc2O1)N1CCN(c2ccc(C(F)(F)F)cn2)CC1 (stereo unspecified)
  13	-8	-1	2	-2	2	-1	-3
- O=C(N[C@H]1CC[C@@H](CC(=O)N2CCc3ccccc3C2)O[C@H]1CO)C1CC1
  .	4	0	0	-1	6	-1	3
- C[C@H](CO)N1C[C@H](C)[C@H](CN(C)Cc2ccc(-c3ccccc3)cc2)Oc2ccc(NS(=O)(=O)c3cn(C)cn3)cc2CC1=O
  0	.	.	9	.	-7	2	-16
- COc1ccc(S(=O)(=O)Nc2ccc3c(c2)C(=O)N([C@@H](C)CO)C[C@@H](C)[C@@H](CN(C)CC2CCCCC2)OCCCC[C@H](C)O3)cc1
  1	2	.	.	26	17	.	9
- COc1ccc(/C=N/Nc2nc3ccccc3s2)cc1O
  .	.	2	0	12	86*	13	-26
- CSCCC(NC(=O)c1ccc([N+](=O)[O-])cc1Cl)C(=O)OC1CCCCC1=O (stereo unspecified)
  .	2	8	-5	6	0	-4	0
- COc1ccc(CC(=O)c2ccc(OC)c(OC)c2)cc1
  .	.	1	4	-37	-29	-3	-11
- Cc1cccc(NC(=O)CNC(=O)c2ccc(-n3cncn3)c([N+](=O)[O-])c2)c1C
  1	4	1	-6	3	6	3	4
- COc1ccc(NC(=O)N2CCCCCC2)cc1
  1	.	14	-2	-40	-17	-2	-35
- O=S(=O)(Nc1nc2ccccc2nc1NCC1CCCO1)c1cc(Cl)ccc1Cl (stereo unspecified)
  4	.	-2	2	13	-9	.	13
- O=C1C2C3C=CC([C@@H]2C(=O)N1C1CC1)[C@H]1C(=O)N(C2CC2)C(=O)C31 (stereo partly specified)
  5	2	-1	.	5	.	.	.
- COc1ccc(Nc2nc(N)c([N+](=O)[O-])c(N3CCN(C)CC3)n2)cc1
  .	.	7	7	-7	-3	2	6
- CCC(=O)N(C)C[C@@H]1[C@H](c2ccc(C3=CCCC3)cc2)[C@H](CO)N1C(=O)CC
  2	0	3	2	8	8	0	-6
- O=C(Nc1ccc(OCc2ccccc2)cc1)Nc1nnc([C@@H]2C[C@H](O)[C@@H](CO)O2)s1
  .	-3	.	6	6	-14	3	6
- N#Cc1ccc(-c2nc3ccc(Br)cn3c2Cc2ccsc2)cc1
  6	-1	3	9	-39	-21	1	-42
- CCOC(=O)c1sc(NC(=O)CCCn2nc([N+](=O)[O-])cc2C)c(C(=O)OCC)c1C
  -2	0	6	-4	29	-14	-2	-1
- COc1ncccc1-c1nnn(-c2ccc(C)cc2)n1
  6	-3	-17	-1	-142	-26	-1	-128
- COc1cc([N+](=O)[O-])ccc1NC(=O)Nc1nc2c(s1)CCCC2
  .	.	3	-3	-16	17	-4	0
- COC(=O)Nc1nc2ccc(Br)cc2s1
  2	.	-1	0	-50	-29	-2	-66
- O=C(N/N=C/c1ccccc1)c1ccc(N2CCOCC2)c([N+](=O)[O-])c1
  .	.	-12	3	18	3	3	-16
- CCn1cc(CCC(=O)NCc2ccc(F)cc2)c2ccccc21
  -4	0	6	-5	-10	-3	-3	9
- COc1ccc(/C=C/C=C2\NC(=S)NC2=O)cc1
  -3	-2	-7	-4	32	-23	-6	1
- C/C(=N\NC(=O)c1c(Cl)c(C)nn1C)c1cccc(NC(=O)COc2ccccc2)c1
  -1	1	1	.	-91	.	.	.
